# Xi reactivation: reactivates the inactive X chromosome in mouse fibroblasts. XiGFP mouse fibroblasts, % GFP-positive cells imaging, 3 d; cells co-treated with 5-aza-dC sensitizer; scaled so ellipticine positive control = 100%. activation, % at 7.58 µM. 0.055% of 360,000 active;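 active = mean normalized replicate activation at least 10% and every replicate at or above 10%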;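 also: 0% = median of on-plate neutral control wells and 100% = ellipticine 6 µM median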
#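 material = 68-5-11 XiGFP fibroblast line | medium = DMEM plus 5-aza-dC sensitizer | schedule = 3 days compound exposure | benchmarks = positive control ellipticine, 6 µM final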
# RAD54 branch: inhibitors of human RAD54 branch migration; RAD54 Holliday junction branch migration, FAM/BHQ fluorescence; inhibition, % at 10.4 µM; 0.14% of 360,000 active; AID 602329;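 active = mean normalized replicate activity at least 40 and at least half of replicates scoring 40 or more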;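 also: 0% = median of neutral control wells and 100% = median of positive control wells; inhibitors cause a drop in the FAM fluorescence signal; in these data hits start at about 50%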
# F508del corr: correctors of CFTR F508del function in bronchial epithelial cells | activity (quench increase), % at 7.58 µM | CFBE cells, YFP halide quenching; stimulated with forskolin plus potentiator P3; % fluorescence drop versus neutral controls | AID 720511 | 0.36% of 350,000 active;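 active = mean added fluorescence quench of at least 8% versus neutral control, with both replicates also reaching 8%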;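 also: cells transiently co-express mutant CFTR-F508del with the halide-sensitive YFP; corrector assay measuring rescue of mutant channel to the surface after 24 h compound exposure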
# RAD52 inh: inhibitors of human RAD52 DNA annealing. recombinant RAD52 DNA annealing, FRET fluorescence. inhibition, % at 18.7 µM. 0.46% of 360,000 active;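 active = every replicate showing at least 50% inhibition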
# Target sequence (P43351 whole entry, looked up): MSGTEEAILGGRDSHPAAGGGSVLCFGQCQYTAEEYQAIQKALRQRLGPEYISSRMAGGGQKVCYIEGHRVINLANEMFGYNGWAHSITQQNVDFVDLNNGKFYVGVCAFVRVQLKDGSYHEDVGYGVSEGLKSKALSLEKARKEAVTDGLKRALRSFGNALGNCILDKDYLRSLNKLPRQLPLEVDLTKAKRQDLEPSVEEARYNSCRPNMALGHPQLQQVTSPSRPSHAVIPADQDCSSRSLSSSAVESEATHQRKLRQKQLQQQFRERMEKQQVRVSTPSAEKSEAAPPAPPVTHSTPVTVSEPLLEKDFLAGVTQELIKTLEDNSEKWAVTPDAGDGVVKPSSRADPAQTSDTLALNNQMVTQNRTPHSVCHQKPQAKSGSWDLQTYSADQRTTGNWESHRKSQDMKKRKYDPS
# INS-1E GSIS act: primary screen for activators of insulin secretion dependent on glucose, INS-1E cells, GLuc reporter luminescence; INS-1E GLuc reporter insulin secretion, 2-3 h; activation, % at 16.6 µM; 0.61% of 370,000 active;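 active = lowest replicate activation of at least 40%, so every replicate reaches that level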;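 also: 0% = median of neutral control wells and 100% = median of IBMX positive control wells; some compounds called inactive have numbers as strong as hits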
# ARNT TACC3 PPI: disruptors of human ARNT/TACC3 interaction | AlphaScreen His-ARNT PAS-B/GST-TACC3 binding, luminescence; TACC3 fragment carries E629A point mutation | 0.66% of 390,000 active | inhibition, % at 9.99 µM;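 active = mean inhibition of replicates at least 50% and at least half of replicates each reaching 50%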;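 also: 0% = complete ARNT plus TACC3 wells and 100% = ARNT alone without TACC3; many hits fall short of the cut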
# esBAF inh: inhibitors of esBAF chromatin remodeling in mouse ES cells; Bmi1-luciferase knock-in reporter, 24 h; 100% = twice the neutral-well signal; reporter increase, % at 12.5 µM; 2% of 350,000 active; in the data active = activation above about 40%;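 also: 0% = median of the plate's neutral control wells and 100% = double that signal; a rise in the Bmi1 reporter signal indicates esBAF inhibition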
# ERAP1 inh: ERAP1 (human) enzyme inhibition; inhibition, % at 10.7 µM; Q9NZ08; recombinant ERAP1, Leu-AMC fluorescence, 60 min; 0.15% of 340,000 active;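 active = mean replicate inhibition of at least 30%, or all replicates individually reaching that 30% level; inactive = mean below 30% and not every replicate reaching it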;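 also: 0% = neutral control wells and 100% = L-leucinethiol positive control wells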
# Active calls of the source: *; nt = not tested or not shown; & = joins results of further samples.
SMILES,Xi reactivation,RAD54 branch,F508del corr,RAD52 inh,INS-1E GSIS act,ARNT TACC3 PPI,esBAF inh,ERAP1 inh
CCCN1C[C@H](C)[C@@H](OC)CN(C)C(=O)c2cc(NC(=O)C3CC3)ccc2OC[C@H]1C,-0.3,4,4.1,7,4,-8,2,1
CCOC(=O)c1ccc(NC(=O)CN2C(=O)CSC(C)C2=O)cc1 (stereo unspecified),0.5,10,-1.1,-19,0,-1,-3,1
CC(C)NC(=O)N(C)C[C@@H]1OCCCC[C@@H](C)Oc2ccc(NC(=O)Nc3cccc4ccccc34)cc2C(=O)N([C@@H](C)CO)C[C@@H]1C,0.0,-19,0.2,0,16,-21,-8,-3
COCCCNc1ncnc2c1sc1nc(-c3ccco3)c3c(c12)CC(C)(C)OC3,0.0,nt,5.2,-11,-10,13,nt,nt
C[C@H](CO)N1C[C@H](C)[C@H](CN(C)C(=O)Nc2ccc(F)cc2)Oc2ncc(-c3ccc(C#N)cc3)cc2C1=O,-1.2,-3,0.3,5,-11,1,-19,1
O=C(C[C@@H]1CC[C@H](NC(=O)c2ccc3c(c2)OCO3)[C@H](CO)O1)NC1Cc2ccccc2C1,0.1,-6,-2.3,1,-1,-8,-5,0
O=C(c1ccncc1)N1C[C@@H]2N[C@H](C1)C2c1ccc(/C=C/c2ccccc2)cc1 (stereo partly specified),0.0&0.2,nt,-1.1&2.4,4&11,3&7,nt,nt,-2&-6
C[C@@H]1CCCCO[C@@H](CN(C)C(=O)c2ccncc2)[C@H](C)CN([C@H](C)CO)C(=O)c2cc(NS(=O)(=O)c3ccc(F)cc3)ccc2O1,0.1,2,0.5,5,-10,4,7,-2
COCC(=O)N(C)C[C@@H]1Oc2ncc(C#Cc3cccnc3)cc2C(=O)N([C@@H](C)CO)C[C@H]1C,-0.8,7,-3.9,16,3,-19,-17,-8
O=C(COC(=O)/C=C/c1ccccc1)NCc1ccccc1Cl,0.0,4,1.3,-1,7,-2,-3,3
O=C(Nc1ccc2c(c1)[C@H]1C[C@H](CC(=O)N3CCCCC3)O[C@H](CO)[C@H]1O2)C1CCC1,0.5,0,3.1,-5,1,-2,-3,1
NNc1nc2cccnc2n(CCNc2ncc(C(F)(F)F)cc2Cl)c1=O,0.0,-56,-2.5,-7,5,1,-6,0
COCC(=O)N(C)C[C@@H]1Oc2cc(C#CCN(C)C)ccc2S(=O)(=O)N([C@H](C)CO)C[C@H]1C,0.7,-2,-2.9,-2,14,-3,4,-3
O=[N+]([O-])c1cccc(C=NN2CCCCCC2)c1,0.0,nt,-0.7,-5,nt,nt,79*,0
C=CCOc1cccc(C(=O)N2CCCC(Nc3ccc(F)cc3)C2)c1 (stereo unspecified),0.1,-15,-0.2,-19,-33,-4,nt,-2
Nc1nc2c([N+](=O)[O-])cccc2s1,0.0,nt,-1.4,-17,6,2,nt,0
CC(C)(C)OC(=O)N(CCc1ccccc1)Cc1cccc(OCc2cccc(NC(=O)C3CC3)c2)c1,-0.1,0,-2.0,-11,nt,-6,1,0
Cc1ccc(C(C)NC(=S)NCc2ccc(F)cc2)c(C)c1 (stereo unspecified),0.2,19,-1.2,-6,2,nt,3,0
NS(=O)(=O)c1ccc(NC(=S)NC(=O)c2cccs2)cc1,0.0,-8,-0.4,-29,nt,-2,-3,5
CCCNC(=O)N[C@@H]1C=C[C@@H](CC(=O)NC2CCC2)O[C@@H]1CO,0.0,-4,-1.3,-7,9,-10,-1,3

# Gathered by group, those above containing a thiophene ring, fused or not.
SMILES,Xi reactivation,RAD54 branch,F508del corr,RAD52 inh,INS-1E GSIS act,ARNT TACC3 PPI,esBAF inh,ERAP1 inh
COCCCNc1ncnc2c1sc1nc(-c3ccco3)c3c(c12)CC(C)(C)OC3,0.0,nt,5.2,-11,-10,13,nt,nt
NS(=O)(=O)c1ccc(NC(=S)NC(=O)c2cccs2)cc1,0.0,-8,-0.4,-29,nt,-2,-3,5

# esBAF inh: entries above that show a hit.
SMILES	F508del corr	RAD52 inh	INS-1E GSIS act	ARNT TACC3 PPI	esBAF inh	ERAP1 inh
O=[N+]([O-])c1cccc(C=NN2CCCCCC2)c1	-0.7	-5	nt	nt	79*	0

# (next part)
SMILES,Xi reactivation,RAD54 branch,F508del corr,RAD52 inh,INS-1E GSIS act,ARNT TACC3 PPI,esBAF inh,ERAP1 inh
Cc1ccc(CNc2ccc3c(c2)ncn3C(C)C)cc1,0.1,nt,-2.2,-2,-15,19,68*,4
Cn1cncc1C#Cc1c(-c2ccc(S(C)(=O)=O)cc2)sc2ccccc12,0.0,-3,-1.2,-7,14,-6,5,-1
CN1CCN(c2ncnc3c2ncn3[C@H]2CN(Cc3cccs3)C[C@@H](CO)O2)CC1,0.0,-7,0.6,-8,9,nt,3,-1
CCCNC(=O)c1c(N)n(-c2ccc3c(c2)OCO3)c2nc3ccccc3nc12,nt,-17,nt,-2,14,5,-4,0
Cc1cccc[n+]1CC(=O)c1ccccc1,0.1,-5,-3.2,-7,14,-4,9,-4
C[C@@H]1CN([C@H](C)CO)C(=O)Cc2cc(NC(=O)Cc3cn(C)c4ccccc34)ccc2O[C@H]1CN(C)S(=O)(=O)c1cccs1,-0.4,-1,-2.5,-12,6,-13,4,-1
O=C(Nc1ccccc1)NN(C(=O)CCl)c1ccccc1,0.5,0,-1.6,-9,-10,nt,3,-6
COC(=O)c1cc2ccsc2n1Cc1nc(-c2ccc(Cl)cc2)oc1C,0.1,8,1.0,-11,-6,-7,-38,1
O=C(CSc1ccc2ccccc2c1)NCCc1ccc(O)c(O)c1,0.1,0,2.4,-1,-2,-3,1,2
O=C1C(=Cc2cccs2)CCc2ccccc21,0.3,nt,1.2,-14,12,nt,nt,1
COc1ccc(NC(=O)N(C)C[C@H]2OCCCC[C@@H](C)Oc3ccc(NC(=O)Nc4ccc(F)cc4)cc3C(=O)N([C@@H](C)CO)C[C@H]2C)cc1,-0.3,-3,-2.4,15,3,8,5,0
Cc1ccc(S(=O)(=O)CCC(=O)OCc2ccc(Cl)c(Cl)c2)cc1,0.0,nt,-2.0,-2,-1,-2,nt,0
Cc1cc(C(=O)N/N=C/c2ccc3c(c2)OCO3)c(C)n1-c1ccc(F)cc1,0.1,nt,0.7,-8,10,-16,nt,nt
CC(C)n1nc(CC(=O)O)c2ccccc2c1=O,0.2,-2,1.0,-1,8,-1,10,0
COc1cc(OC)cc(-n2nc(C(=O)N3CC(C)CC(C)C3)c3ccccc3c2=O)c1 (stereo unspecified),nt,-7,nt,nt,1,0,-3,nt
COc1ccc(S(=O)(=O)Nc2ccc3c(c2)CC(=O)N([C@H](C)CO)C[C@H](C)[C@@H](CN(C)S(=O)(=O)c2ccc(OC)cc2)O3)cc1,-0.2,-3,1.2,-16,-9,4,1,2
COc1cc2c(cc1OC)CN(CC(=O)Nc1ccccc1C(=O)NCc1ccccc1)CC2,-0.1,-3,-0.8,-16,1,2,5,-1
COC(=O)[C@]12C[C@H](CC(=O)NCCCCc3ccccc3)C(=O)N(Cc3ccccc3)C1=C[C@H](C(C)(C)C)O[C@@H]2C,0.2,nt,-0.3,-4,nt,nt,nt,-2
Cc1noc(C)c1COC(=O)c1cc(S(=O)(=O)N2CCOCC2)ccc1F,0.1,-10,1.9,2,11,19,-3,3
O=C(Cc1cccs1)N/N=C/C=C\c1ccccc1[N+](=O)[O-],0.0,nt,-2.0,-10,-5,nt,nt,-2
CO[C@@H](CN(C)C(=O)c1cnccn1)[C@@H](C)CN([C@@H](C)CO)S(=O)(=O)c1ccc(F)cc1,0.1,-1,-1.9,7,-10,nt,-1,1
COc1ccc(N=Cc2cc(Cl)ccc2O)cc1Cl,0.1,nt,1.8,-6,-13,-6,0,3
COC(=O)c1c2oc(c1C(=O)OC)C(=O)N[C@H](Cc1ccccc1)Cn1cc(nn1)[C@H](Cc1ccccc1)NC(=O)N[C@H](CO)CC2,nt,-3,-0.3,21,nt,nt,nt,-7
CCN(CC)c1nc(N2CCN(CCO)CC2)nc2ccccc12,0.1,9,2.7,19,20,0,-4,-1
O=[N+]([O-])c1cccnc1SCc1c(F)cccc1Cl,-0.1,10,-3.0,-1,1,-4,nt,2
COC(CNC(=O)C1CCN(S(=O)(=O)c2ccc3nc4c(c(C(=O)O)c3c2)CC(C)CC4)CC1)OC (stereo unspecified),0.1,-15,-0.4,-82,17,6,-9,-1
O=C(O)CCC(=O)N1CCc2cc(S(=O)(=O)NCc3ccc(Cl)cc3)ccc21,1.5,7,-0.6,-16,3,-3,-1,1
CCn1c(SCc2ccccc2)nc2ccccc2c1=O,0.3,2,nt,-1,3,-11,-1,1
CCOC(=O)N1CCC(NS(=O)(=O)c2ccccc2)CC1,0.2,nt,1.5,-5,5,-9,nt,-1
O=C(NCc1ccncc1)c1nc(-c2cccs2)no1,0.0,nt,nt,3,21,5,nt,0
Cc1ccc(S(=O)(=O)N[C@H]2CC[C@@H](CC(=O)NCCCN(C)C)O[C@@H]2CO)cc1,-0.4,5,-0.6,7,21,3,-6,1
Cc1cc(C)n(-c2nnc(C)c(=O)[nH]2)n1,nt,-3,nt,-6,-1,60*,7,7
COc1nc2ccc(C)cc2cc1-c1noc(-c2cccnc2)n1,nt,-14,nt,nt,47,-8,0,nt
CCCC(=O)Nc1ccc2c(c1)C(=O)N(C)C[C@H](OC)[C@@H](C)CN(CCC(F)(F)F)[C@@H](C)CO2,-0.5,-4,-1.8,13,-3,-2,3,7
C[C@H]1CN([C@@H](C)CO)C(=O)c2cc(-c3ccccc3F)cnc2O[C@@H]1CN(C)C(=O)C1CCCCC1,-0.4,-2,3.1,11,-10,-3,0,-2
CC(C)c1ccc(C(=O)Nc2nnc(S(=O)(=O)N3CCOCC3)s2)cc1,-0.1,-6,-1.1,3,4,20,2,2
C[C@H]1CN([C@@H](C)CO)C(=O)Cc2cc(NC(=O)CCN3CCOCC3)ccc2O[C@H]1CN(C)C,-1.1,-5,0.2,1,-5,-24,0,0
Cc1ccc(Sc2ccc(N)cn2)cc1,0.0,1,0.8,-16,-24,5,nt,nt
Cc1cccc(S(=O)(=O)N[C@H]2CC[C@H](CCNS(=O)(=O)c3ccccc3F)O[C@@H]2CO)c1,0.4,-12,1.1,-11,-13,7,3,-3
CN(Cc1ccccc1)C(=O)COC(=O)CCNC(=O)c1ccccc1Cl,0.0,0,-0.9,-18,11,7,-12,-5
COCC(=O)Nc1ccc2c(c1)C(=O)N(C)C[C@@H](OC)[C@@H](C)CN(CCc1ccccc1)[C@H](C)CO2,-0.3,-4,0.5,2,-6,-9,-2,-1
O=C(C[C@@H]1C[C@@H]2c3cc(NC(=O)c4ccc5c(c4)OCO5)ccc3O[C@@H]2[C@H](CO)O1)NCCN1CCCCC1,0.0,5,-0.9,24,8,10,2,-2
CCOc1ccc(NC(=O)CN(C)C(=O)COc2cccc(CC)c2)cc1OCC,0.0,-5,1.4,10,1,2,1,-2
C[C@H](CO)N1C[C@H](C)[C@@H](CN(C)C(=O)c2cccc(F)c2)Oc2ncc(C#CCN(C)C)cc2C1=O,-0.7,-13,2.1,-14,-1,-2,3,1
O=C1c2cccc3cc([N+](=O)[O-])cc(c23)C(=O)N1CCN1CCCC1,0.5,98*,7.4,82*,3,-1,-87,1
COc1ccc(OC)c(/C=C/C(=O)c2ccc3c(c2)OCO3)c1,0.0,9,-0.3,-84,19,7,19,-1
O=C(Nc1ncccc1O)c1cccc(S(=O)(=O)N2CCCc3ccccc32)c1,0.1,nt,-1.7,-12,22,8,-3,-1
O=C(/C=C/c1cccc(C(F)(F)F)c1)NNC(=O)c1ccncc1,0.1,-4,-2.4,-16,-11,3,-6,6

# From PubChem BioAssay
